ABCB1 inh: human ABCB1 inhibition, ABCG2 as counter-screen; CCRF-Adr cells, JC-1 efflux, flow cytometry; inhibition, % at 6.6 µM; actives 0.067% (n = 190,000); AID 1326; in the data active = inhibition above about 40%;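 note: 0% = vehicle and 100% = reference inhibitor; higher value means more JC-1 retained so stronger ABCB1 efflux block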
Rab2 wt GTP: changes GTP binding to wildtype dog Rab2A, up or down; P61105; GST-Rab2 wt beads, Bodipy-GTP binding, flow cytometry; GTP binding activity, % at 10 µM; actives 0.19% (n = 190,000);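 active = GTP binding activity at least 20 points away from 100%, either lowered or raised; inconclusive = signal likely due to the compound's own green fluorescence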;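 note: 0% = beads with excess unlabeled GTP and 100% = no-compound control corrected for plate trend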
Cdc42 wt GTP: modulators (inhibitors or activators) of GTP binding to human Cdc42 wildtype; AID 761; GST-Cdc42 beads, Bodipy-GTP binding, flow cytometry; actives lie on both sides; P60953; percent activity (GTP binding), % at 10 µM; actives 0.2% (n = 190,000);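 active = percent activity GTP binding at least 20 points away from the 100% baseline, either down as inhibitor or up as activator; inconclusive = compound flagged as likely green fluorescent from well-wide comparison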;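 note: median bead fluorescence of bound Bodipy-FL-GTP at 100 nM; 0% = excess unlabeled GTP control and 100% = no compound control; below 100% means less GTP binding so inhibitor and above means activator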
Target sequence (P60953 whole entry, looked up): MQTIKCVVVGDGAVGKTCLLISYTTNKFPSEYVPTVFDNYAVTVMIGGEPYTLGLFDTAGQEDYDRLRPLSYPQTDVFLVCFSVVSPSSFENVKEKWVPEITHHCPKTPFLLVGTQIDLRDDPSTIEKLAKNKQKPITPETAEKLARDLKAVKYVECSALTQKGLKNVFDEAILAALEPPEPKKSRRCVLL
Rac1 wt modul: modulators of human Rac1 wildtype GTP binding. P63000. GST-Rac1 beads, fluorescent GTP binding, flow cytometry; actives lie on both sides; 0 = cold GTP competed, 100 = untreated. GTP binding activity (% of control), % at 10 µM. actives 0.27% (n = 190,000). AID 757;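 active = GTP binding activity at least 20 points away from the 100% control level, either lower or higher; inconclusive = compound flagged as likely green fluorescent, judged across all proteins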
ABCG2 inh: blocks JC-1 efflux by human ABCG2 transporter; actives 0.1% (n = 190,000); Q9UNQ0; inhibition, % at 6.6 µM; IgMXP3 cells, flow cytometry;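 active = inhibition above 80%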;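 note: 0% = DMSO and 100% = nicardipine control wells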
Target sequence (Q9UNQ0 whole entry, looked up): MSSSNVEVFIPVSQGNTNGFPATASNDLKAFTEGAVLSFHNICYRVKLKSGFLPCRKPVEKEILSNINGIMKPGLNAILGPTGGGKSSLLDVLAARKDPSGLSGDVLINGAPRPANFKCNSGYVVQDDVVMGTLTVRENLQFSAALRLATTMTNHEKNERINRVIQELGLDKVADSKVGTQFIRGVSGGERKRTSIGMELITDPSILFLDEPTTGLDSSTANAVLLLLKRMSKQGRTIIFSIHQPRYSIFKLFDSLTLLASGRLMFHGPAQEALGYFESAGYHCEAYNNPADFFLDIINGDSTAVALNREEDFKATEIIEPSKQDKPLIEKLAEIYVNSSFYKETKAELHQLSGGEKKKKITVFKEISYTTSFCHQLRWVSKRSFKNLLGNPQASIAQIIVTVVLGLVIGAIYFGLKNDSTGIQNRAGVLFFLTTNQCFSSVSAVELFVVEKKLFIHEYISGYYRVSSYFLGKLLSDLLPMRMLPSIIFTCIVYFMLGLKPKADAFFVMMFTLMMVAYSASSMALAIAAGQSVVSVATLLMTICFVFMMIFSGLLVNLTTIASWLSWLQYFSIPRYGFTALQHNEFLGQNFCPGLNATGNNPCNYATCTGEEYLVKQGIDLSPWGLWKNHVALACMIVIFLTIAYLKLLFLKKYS
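Assay system – ABCG2 IgMXP3 and barcoded ABCB1 CCRF-Adr cell mix · Input – 3 million cells/mL in well · Reagent – JC-1 fluorescent substrate · Compound – single test compound dose, 6.6 µM final · Timing – 10 min exposure at 25 °C with rotation, no wash · Detection – flow cytometry of retained JC-1 fluorescence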
Rac1 act GTP bind: human Rac1 activated mutant GTP binding change; AID 764; GST-Rac1 activated beads, fluorescent GTP binding, flow cytometry; actives lie on both sides; 100% means binding = to untreated wells; actives 0.11% (n = 190,000); percent activity (GTP binding), % at 10 µM;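 active = GTP binding at least 20 percentage points away from the 100% baseline, in either direction, so actives lie on both sides; inconclusive = Compound likely fluorescent itself, or too few beads counted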
Rab7 wt GTP bind: dog Rab7 wildtype GTP binding, inhibitors and activators; actives 0.055% (n = 190,000); GST-Rab7 beads, fluorescent GTP binding, flow cytometry; actives lie on both sides; untreated = 100%, excess cold GTP = 0%; AID 758; GTP binding activity (percent of control), % at 10 µM;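 active = fluorescent GTP binding to Rab7 beads changed by at least 20 points from the 100% baseline, either direction, mostly lower; inconclusive = compound itself probably fluorescent, or too few beads counted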;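 note: median green fluorescence of bound Bodipy-FL-GTP per Rab7 bead population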
Pf gametocyte: P. falciparum stage V gametocyte viability inhibition | P. falciparum stage V gametocytes, ATP luminescence, 24 h | inhibition, % at 10.9 µM | actives 0.065% (n = 150,000) | AID 743093;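 active = inhibition above the mean plus 3 SD of compounds within the control limits, set per campaign, cut at about 38% in these data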;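 note: 0% = DMSO wells and 100% = medium only without gametocytes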
Avidin bead fluor: compound fluoresces at 488/530 nm on avidin beads | compound fluorescence 488/530 nm, flow cytometry; active compounds read high | fluorescence (KMESF) at 10 µM | actives 0.38% (n = 220,000) | AID 1775; in the data active = fluorescence above about 47; note: inactives centre near 10
GSH fluor: GSH bead compound fluorescence profile; actives 0.25% (n = 190,000); GSH beads flow cytometry, compound fluorescence 488/530 nm; active compounds read high; fluorescence (KMESF) at 10 µM; in the data active = fluorescence above about 89;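 note: glutathione beads carrying GST-tagged Bcl family fusion proteins plus one bare bead set; values are compound well signal with DMSO vehicle wells as background; inactives centre near 16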
HRas wt GTP: changes GTP binding to wildtype human HRas. P01112. GST-Ras wt beads, Bodipy-FL-GTP binding, flow cytometry; actives lie on both sides. GTP binding activity, % at 10 µM. actives 0.14% (n = 190,000). AID 759;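 active = GTP binding activity at least 20% away from the 100% baseline, either lowered as inhibitor or raised as activator; inconclusive = flagged as likely green fluorescent, judged across all proteins in the well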;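 note: 0% = unlabeled GTP competition control and 100% = no-compound control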
Target sequence (P01112 whole entry, looked up): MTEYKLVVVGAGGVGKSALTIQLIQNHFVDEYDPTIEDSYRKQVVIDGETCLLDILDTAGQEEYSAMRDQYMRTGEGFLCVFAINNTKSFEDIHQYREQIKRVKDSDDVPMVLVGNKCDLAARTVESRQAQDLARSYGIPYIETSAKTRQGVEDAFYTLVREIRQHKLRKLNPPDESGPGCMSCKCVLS
Active calls of the source: *; ? = inconclusive; nt = not tested or not shown.

The line under a structure holds: Avidin bead fluor	Rac1 wt modul	Pf gametocyte	ABCG2 inh	HRas wt GTP	ABCB1 inh	Rab2 wt GTP	GSH fluor	Rac1 act GTP bind	Rab7 wt GTP bind	Cdc42 wt GTP
- O=C(Nc1sc2c(c1C(=O)NCc1ccco1)CCCC2)c1ccc2c(c1)OCO2
→ 11	102	nt	3	99	0.1	98	30	99	99	99
- COc1ccc(N2CCN(Cc3nc4c(c(=O)n(C)c(=O)n4C)n3CCc3ccccc3)CC2)cc1
→ 7	105	nt	12	102	3.2	105	19	99	105	100
- O=C(NCC1CCCO1)c1ccc(COCC(F)(F)C(F)F)cc1 (stereo not given)
→ 14	104	-5	4	99	0.1	99	33	100	101	100
- Cc1cc(N)c(NC2=CC(=O)CC(C)(C)C2)cc1C
→ 32	98	nt	1	96	0.3	95	12	97	96	97
- COc1ccc(-n2c(SC)nnc2-c2c[nH]c3ccccc23)cc1
→ 6	100	nt	4	98	0.8	100	17	97	98	99
- COc1ccc(-c2nc(N)n(C(=O)c3cccs3)n2)cc1
→ 13	101	25	10	98	-2.3	101	13	98	106	99
- O=S(=O)(c1ccc(Br)cc1)N1CCCC1c1nc2ccccc2s1 (stereo not given)
→ 18	112	nt	2	101	1.1	102	9	100	102	105
- Fc1ccc(CSc2nnc(-c3ccncc3)o2)cc1
→ 7	94	18	1	96	0.3	94	15	94	93	95
- CN(C)N(C)C(=O)C(O)(c1ccccc1)c1ccccc1
→ 10	105	13	1	99	0.2	98	25	96	101	99
- CN1CCCN(S(=O)(=O)c2ccc(Cl)c(Cl)c2)CC1
→ 10	100	5	5	97	1.6	98	16	97	98	100
- S=c1[nH]nc(-c2ccc3ccccc3n2)n1-c1ccc2ncccc2c1
→ 11	91	17	64	90	0.4	88	20	94	93	93
- CCOC(=O)C1(CC2CC2)CCN(S(=O)(=O)C[C@]23CC[C@H](CC2=O)C3(C)C)CC1
→ 10	99	-25	5	97	0.7	97	20	95	101	99
- Cc1cc(C)nc(N2CCCC(C(=O)NCc3ccccc3)C2)n1 (stereo not given)
→ 5	109	nt	-1	101	-0.3	103	15	100	98	101
- CCCNC(=S)NCc1ccc(Cl)cc1
→ 3	107	nt	4	100	0.2	98	20	100	106	101
- COc1ccc(C(=S)NCS(=O)(=O)c2ccc(C)cc2)cc1
→ 4	103	5	-7	102	-1.4	98	7	101	101	100
- COc1cc2nc(SCc3ccc(F)cc3)n(Cc3cccs3)c(=N)c2cc1OC
→ 13	99	2	0	95	0.1	95	15	99	93	96
- C/C(=N\N=C\c1ccccc1)c1nnn(-c2nonc2N)c1C
→ 8	101	-33	0	102	0.0	103	21	102	102	103
- COc1cccc(OCc2nc3c4cnn(-c5ccccc5)c4ncn3n2)c1
→ 22	103	-21	68	100	1.2	99	29	103	97	103
- CCc1ccc(N(CC(=O)Nc2ccccc2C(=O)N2CCOCC2)S(C)(=O)=O)cc1
→ 14	107	-11	-3	101	-0.1	100	4	102	94	101
- COC(=O)c1sc(OC)cc1OCc1ccc(C)cc1
→ 22	101	nt	8	98	0.6	101	32	98	98	99
- COc1ccc(OC)c2[nH]c(=O)c(CCNS(=O)(=O)c3ccccc3)cc12
→ 24	95	nt	2	95	0.0	95	22	95	96	94
- CC(=O)c1ccc(NC(=O)c2cccs2)cc1
→ 12	99	-42	13	100	1.3	99	9	100	96	100
- CCn1c(SCC(=O)c2ccc3c(c2)OCCO3)nnc1C(C)C
→ 8	101	-9	11	101	0.2	103	32	99	103	99
- CCN(Cc1ccccc1)c1ccc(/C=N/N=C(N)N)cc1
→ 3	105	-32	1	104	0.7	102	6	104	97	100
- COc1ccc2c(c1)CCc1c(C(=O)NCCN3CCOCC3)noc1-2
→ 28	102	-21	12	99	0.4	100	24	99	98	98
- COc1ccc(S(=O)(=O)Nc2cc3c(C(C)=O)c(C)oc3c3ccccc23)cc1
→ 14	101	-8	11	96	2.6	96	35	97	96	99
- CC1CCCC(NC(=O)COC(=O)COc2ccccc2Cl)C1C (stereo not given)
→ 10	97	-3	2	94	0.5	96	14	97	93	101
- CC(C)c1nnc(NC(=O)C2CCCO2)s1 (stereo not given)
→ 11	99	nt	2	98	0.3	99	19	94	103	97
- O=C(CCN1CCN(Cc2ccccc2)CC1)NNC(=O)Cc1ccc(Cl)c(Cl)c1
→ 2	102	-6	0	100	0.5	101	5	101	97	100
- CC(C)OCCCNC(=S)NNC(=O)c1ccc(Cl)c(Cl)c1
→ 2	85	nt	1	90	-0.5	93	7	86	100	87
- OC(COCc1ccc(Cl)cc1)CN1CCN(CC(O)COCc2ccc(Cl)cc2)CC1 (stereo not given)
→ 17	99	20	0	98	1.4	98	25	100	98	96
- COc1cc(/C=C/C(=O)OCC(=O)c2c[nH]c3ccccc23)ccc1OC(F)F
→ 24	101	-23	42	97	-0.1	95	14	94	98	100
- COC(=O)c1c(C)oc2ccc(OC(=O)c3cccs3)cc12
→ 9	101	nt	29	100	-0.2	98	31	99	97	101
- Cc1ccc(-c2nnc(SCC(=O)Nc3ccc4c(c3)oc3ccccc34)n2C)c(Cl)c1
→ 21	98	-5	1	99	0.0	98	11	96	100	98
- CCN1C(=S)SC(=O)C1=C1C=C(C)N(Cc2ccco2)C(C)=C1
→ 6	107	nt	0	104	0.3	104	19	103	103	107
- COc1ccc(/C=C(/C#N)C(=O)Nc2ccc(O)cc2)cc1C(=O)O
→ 6	?	15	26	?	0.9	?	49	?	?	?
- CCCCNC(=O)C1CCN(C(=O)Nc2ccc(C)cc2)CC1
→ 5	108	11	1	101	0.0	99	15	99	97	101
- CCc1ccccc1N(CC(=O)OC)S(C)(=O)=O
→ 13	97	nt	1	100	0.7	96	36	94	100	99
- Cc1ccc(C(=O)Nc2nc(=O)n(C)s2)cc1
→ 7	103	-5	5	104	0.0	101	28	100	102	102
- O=C(COC(=O)COc1ccccc1)NCc1ccccc1
→ 16	100	-13	2	101	0.8	100	13	98	103	100
- CCOc1ccc(-c2csc(NC(=O)CSCC(=O)O)n2)c2ccccc12
→ 23	100	4	1	100	0.3	95	15	92	102	95
- CC(=O)NC1(c2ccccc2)CCN(C(=O)N2CCOCC2)CC1
→ 8	95	nt	0	96	0.1	96	35	96	98	96
- COCCCNS(=O)(=O)c1ccc(SC)cc1
→ 17	?	-14	1	?	0.0	?	9	?	?	?
- S=C(NCC1CCCO1)NC1CC1 (stereo not given)
→ 22	99	0	2	95	0.4	96	12	96	97	97
- COc1ccc(CC(=O)Nc2ccc(-c3cn4ccc(C)cc4n3)cc2)cc1
→ 36	102	nt	1	98	0.9	100	18	98	101	100
- O=C(Nc1ccc2c(c1)OCCO2)C1CCCN1S(=O)(=O)c1cccc2cccnc12 (stereo not given)
→ 6	109	nt	4	104	1.0	102	12	99	100	106
- CN1CC=C2C(C#N)=C(N)C(C#N)(C#N)[C@H](c3ccoc3)[C@H]2C1
→ 23	104	nt	1	102	0.3	102	11	96	100	105
- COc1ccc(/C(O)=C2/C(=O)C(=O)N(CCCN(C)C)C2c2ccc(C)o2)cc1Cl (stereo not given)
→ 7	100	nt	7	99	1.5	98	73	99	102	99
- COC(=O)c1ccc(N2C(=O)CC(SCCN)C2=O)cc1 (stereo not given)
→ 11	103	nt	6	99	0.1	99	36	98	96	99
- Cc1ccc(-n2ncc3c(Nc4cccc(C(=O)O)c4)ncnc32)cc1
→ 34	85	nt	2	87	0.0	84	22	91	93	89
- O=P(Cc1cc[n+]([O-])cc1)(c1ccccc1)c1ccccc1
→ 4	102	nt	1	100	-0.1	101	20	100	99	102
- O=C(O)c1c2c(nc3ccccc13)-c1ccccc1CC2
→ 11	98	nt	1	96	0.5	98	15	91	103	98
- COc1ccc(N=C2SC(CC(=O)Nc3ccccc3)C(=O)N2Cc2ccco2)cc1 (stereo not given)
→ 12	100	nt	8	96	0.3	96	7	98	95	98
- Cc1ccc(CNCCC2=CCCCC2)cc1
→ 8	101	nt	0	97	0.0	95	5	97	92	100
- Cc1ccnc(SCc2ccc([N+](=O)[O-])cc2)n1
→ 9	96	3	26	94	4.7	96	10	95	94	96
- O=C(Nc1ccc(Br)cc1)c1ccc(F)c(S(=O)(=O)NCc2cccs2)c1
→ 20	96	nt	54	94	-0.4	96	15	96	95	96
- Cc1ccc(/C=c2\sc3nc(-c4ccco4)nn3c2=O)o1
→ 5	104	nt	-5	101	-7.0	99	8	99	99	98
- O=c1c2ccccc2sn1-c1cc(S(=O)(=O)N2CCOCC2)ccc1N1CCOCC1
→ 1	107	nt	0	104	0.2	105	19	103	104	106
- CN(C)C(CNC(=O)C1CCCN(C(=O)c2ccc(Cl)cc2)C1)c1ccco1 (stereo not given)
→ 11	103	nt	-2	101	-0.3	101	24	100	101	101
- N#Cc1ccc(CSCC(=O)O)cc1
→ 4	98	-6	2	101	0.2	98	23	98	100	99
- CCOC(=O)CC1C(=O)NCCN1C1CCCC1 (stereo not given)
→ 8	99	-69	-1	101	-0.2	99	27	97	101	100

In a second layout: entries from further up.
canonical_smiles	Avidin bead fluor	Rac1 wt modul	Pf gametocyte	ABCG2 inh	HRas wt GTP	ABCB1 inh	Rab2 wt GTP	GSH fluor	Rac1 act GTP bind	Rab7 wt GTP bind	Cdc42 wt GTP
N#Cc1ccc(CSCC(=O)O)cc1	4	98	-6	2	101	0.2	98	23	98	100	99
COc1ccc(CC(=O)Nc2ccc(-c3cn4ccc(C)cc4n3)cc2)cc1	36	102	nt	1	98	0.9	100	18	98	101	100
Cc1ccc(CNCCC2=CCCCC2)cc1	8	101	nt	0	97	0.0	95	5	97	92	100
CCOC(=O)CC1C(=O)NCCN1C1CCCC1 (stereo not given)	8	99	-69	-1	101	-0.2	99	27	97	101	100
O=C(Nc1ccc2c(c1)OCCO2)C1CCCN1S(=O)(=O)c1cccc2cccnc12 (stereo not given)	6	109	nt	4	104	1.0	102	12	99	100	106
CN1CC=C2C(C#N)=C(N)C(C#N)(C#N)[C@H](c3ccoc3)[C@H]2C1	23	104	nt	1	102	0.3	102	11	96	100	105
